CASP6 VEID inh – human caspase-6 inhibitors, primary screen, biochemical, VEID-R110 fluorescence, single point, set 2; AID 686996, 2013; purified caspase-6, Z-VEID-R110 cleavage fluorescence; hit rate 0.53% among 350,000; inhibition, % at 12.5 µM;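 active = mean inhibition across replicates at least about 35%, with every replicate also reaching that limit, limit read from the data; inconclusive = only one of the two criteria met; inactive = neither criterion met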;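 note: 0% = median of neutral control wells and 100% = no fluorescence left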
Target sequence (P55212 24-179 limits assumed): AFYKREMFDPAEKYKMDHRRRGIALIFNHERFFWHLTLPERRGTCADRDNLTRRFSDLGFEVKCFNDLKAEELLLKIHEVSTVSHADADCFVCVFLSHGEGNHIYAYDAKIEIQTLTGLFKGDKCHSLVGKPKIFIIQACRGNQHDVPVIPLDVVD
Target sequence (P55212 194-293 limits assumed): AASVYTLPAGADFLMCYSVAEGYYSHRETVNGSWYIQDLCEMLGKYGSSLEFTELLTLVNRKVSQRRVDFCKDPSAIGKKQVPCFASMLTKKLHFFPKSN
DENV2 CPE – inhibitors of DENV2 cytopathic effect, primary screen, cell-based, plate reader, single concentration. CPE inhibition, % at 9.99 µM. AID 651640, 2012. DENV2-infected cells, cytopathic effect rescue. hit rate 1.7% among 350,000; in the data active = CPE inhibition above about 20%, passing the limit was not always enough; inconclusive = no clear call, values can overlap the other calls; tested in BHK-21 cells;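 note: 0% = median of neutral control wells and 100% = median of positive control wells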
F508del corr – F508del CFTR correction, initial screen, CFBE line, single point; AID 720511, 2013; activity (quench increase), % at 7.58 µM; CFBE cells, YFP halide quenching; stimulated with forskolin plus potentiator P3; % fluorescence drop versus neutral controls; hit rate 0.36% among 350,000;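 active = mean added fluorescence quench of at least 8% versus neutral control, with both replicates also reaching 8%; inconclusive = only one of the mean or replicate conditions met; inactive = mean below 8% and not both replicates reaching 8%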;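 note: cells transiently co-express mutant CFTR-F508del with the halide-sensitive YFP; corrector assay measuring rescue of mutant channel to the surface after 24 h compound exposure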
ERp5 block – inhibitors of ERp5-driven insulin aggregation, primary screen, biochemical, turbidity, absorbance 650 nm, single point. Protein disulfide-isomerase A6 (Homo sapiens), Q15084. 90 min. inhibition, % at 9.99 µM. hit rate 0.05% among 350,000. AID 651711, 2012;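 active = mean replicate inhibition above about 25%, with every replicate also reaching it, limit read from the data, passing the limit was not always enough; inconclusive = only one of those two criteria met; inactive = neither criterion met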
Target sequence (Q15084 whole entry, looked up): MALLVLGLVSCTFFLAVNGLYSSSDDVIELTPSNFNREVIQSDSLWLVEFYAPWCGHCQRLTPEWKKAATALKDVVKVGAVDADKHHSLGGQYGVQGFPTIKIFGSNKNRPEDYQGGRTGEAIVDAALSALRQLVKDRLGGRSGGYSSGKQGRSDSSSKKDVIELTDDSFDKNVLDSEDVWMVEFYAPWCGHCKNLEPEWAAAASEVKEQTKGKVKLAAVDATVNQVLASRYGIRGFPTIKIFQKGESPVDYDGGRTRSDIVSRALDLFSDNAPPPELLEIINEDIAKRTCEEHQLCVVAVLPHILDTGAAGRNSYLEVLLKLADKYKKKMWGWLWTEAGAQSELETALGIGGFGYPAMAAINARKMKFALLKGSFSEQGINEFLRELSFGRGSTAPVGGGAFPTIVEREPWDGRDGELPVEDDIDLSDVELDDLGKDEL
miR-122 sensor – miR-122 Renilla sensor signal increase in Huh7, primary screen, miR-122 inhibitor project, cell-based, single point, plate reader; hit rate 0.3% among 340,000; activation (reporter increase), % at 12.5 µM; Huh7 miR-122 Renilla luciferase sensor, 48 h; neutral wells = 0, positive control = 100;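 active = mean replicate activation score at least 90 and every replicate individually at or above 90; inconclusive = only one of the two criteria met; inactive = neither criterion met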;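 note: higher luciferase means less miR-122 activity so hits act as miR-122 inhibitors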
SIRT5 inh – SIRT5 desuccinylase inhibitors, primary screen, biochemical, fluorescence imaging, single point, set 5. NAD-dependent protein deacylase sirtuin-5, mitochondrial (Homo sapiens), Q9NXA8. Purified SirT5, succinyl-peptide AMC, trypsin-coupled fluorescence. inhibition, % at 15 µM. hit rate 1.1% among 330,000; in the data active = inhibition above about 15%; inconclusive = no clear call, values can overlap the other calls
Target sequence (Q9NXA8 whole entry, looked up): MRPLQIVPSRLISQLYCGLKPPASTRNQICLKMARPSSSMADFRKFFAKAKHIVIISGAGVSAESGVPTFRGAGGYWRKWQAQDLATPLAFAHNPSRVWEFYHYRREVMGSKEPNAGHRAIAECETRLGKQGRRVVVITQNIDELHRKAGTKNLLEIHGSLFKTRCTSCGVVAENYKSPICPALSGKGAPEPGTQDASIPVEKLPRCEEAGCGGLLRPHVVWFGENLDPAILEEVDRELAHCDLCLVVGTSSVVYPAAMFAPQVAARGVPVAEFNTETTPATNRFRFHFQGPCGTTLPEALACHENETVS
ERAP1 inh – human ERAP1 aminopeptidase inhibitors, primary screen, biochemical, single point, plate reader. Endoplasmic reticulum aminopeptidase 1 (Homo sapiens), Q9NZ08. recombinant ERAP1, Leu-AMC fluorescence, 60 min. inhibition, % at 10.7 µM. hit rate 0.15% among 340,000. AID 652197, 2013;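 active = mean replicate inhibition of at least 30%, or all replicates individually reaching that 30% level; inactive = mean below 30% and not every replicate reaching it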;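 note: 0% = neutral control wells and 100% = L-leucinethiol positive control wells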
The depositor's hits bear a star; u = inconclusive; x = no result given; & = joins results of further samples; [ ] = remark or other dose.

SMILES	CASP6 VEID inh	DENV2 CPE	F508del corr	ERp5 block	miR-122 sensor	SIRT5 inh	ERAP1 inh
COc1ccc(CCNC(=O)Cn2nc([N+](=O)[O-])c(Br)c2C)cc1OC	-2	x	-1.5	-1	0	2	-1
CNS(=O)(=O)c1cccc(C(=O)OCC(=O)N2c3ccccc3NC(=O)C2(C)C)c1	36*	28*	0.1	-4	-1	-3	1
CCCCN(CC)CCNC(=O)c1cc2c(=O)[nH]c3ccccc3c2s1	-3	11	0.2	1	-7	-9	-3
O=C(N/N=C/c1ccc([N+](=O)[O-])s1)c1ccccc1Br	8	1	1.7	2	-8	4	3
C=CCc1c(C)nc(SCCC)[nH]c1=O	1	u	-2.9	3	0	0	-4
O=C(c1ccccc1)N1N=C(c2ccccc2)CC1c1ccc2nccnc2c1 (configuration not stated)	-1	x	-1.0	1	-3	3	1
C[C@@H]1CN([C@@H](C)CO)C(=O)CCCn2nncc2CO[C@H]1CN(C)C(=O)CCCN(C)C	0	2	-4.0	-2	x	-5	-1
CCCCN(C)S(=O)(=O)c1ccc(C(=O)N(CCN(C)C)c2nc3ccc(C)cc3s2)cc1	10	1	2.0	-5	-6	6	-5
CNC[C@@H]1OCCCC[C@@H](C)Oc2ccc(NC(=O)c3ccncc3)cc2C(=O)N([C@H](C)CO)C[C@@H]1C	-2	-4	-1.9	-1	-1[16.7 µM]	2	-6
CCNC(=O)C[C@@H]1CC[C@H]2[C@@H](COc3ccc(NC(=O)c4ccccc4)cc3C(=O)N2C)O1	0	-6	-1.1	-6	17[16.7 µM]	-1	0
C[C@H](O)C#Cc1cnc2c(c1)C(=O)N([C@H](C)CO)C[C@@H](C)[C@@H](CN(C)Cc1ccc(-c3ccccc3)cc1)O2	-2&-1&0	u	-3.1&-1.3&-2.4	-3&0	-17	-4&-1&11	-1&1&0
CC(=O)Nc1cccc(NC(=O)NC2CC(=O)N(c3ccc4c(c3)OCCO4)C2)c1 (configuration not stated)	-2	-4	x	2	-4	-1	-9
COc1ccc2oc(C(=O)OC(C)C(=O)Nc3ccc(N4CCOCC4)cc3)c(C)c2c1 (configuration not stated)	0	-5	-0.3	-6	x	-4	-3
COc1ccc(C2C(C(=O)c3cccs3)=C(O)C(=O)N2c2cccc(C)n2)cc1OC (configuration not stated)	2	3	-0.9	x	x	1	4
NNc1ccc2nnc(C(F)(F)C(F)(F)C(F)(F)F)n2n1	1	1	2.7	7	x	-9	-2

Part of the list above in order of formula weight, high to low:
SMILES	CASP6 VEID inh	DENV2 CPE	F508del corr	ERp5 block	miR-122 sensor	SIRT5 inh	ERAP1 inh
C[C@H](O)C#Cc1cnc2c(c1)C(=O)N([C@H](C)CO)C[C@@H](C)[C@@H](CN(C)Cc1ccc(-c3ccccc3)cc1)O2	-2&-1&0	u	-3.1&-1.3&-2.4	-3&0	-17	-4&-1&11	-1&1&0
CCCCN(C)S(=O)(=O)c1ccc(C(=O)N(CCN(C)C)c2nc3ccc(C)cc3s2)cc1	10	1	2.0	-5	-6	6	-5
C[C@@H]1CN([C@@H](C)CO)C(=O)CCCn2nncc2CO[C@H]1CN(C)C(=O)CCCN(C)C	0	2	-4.0	-2	x	-5	-1
COc1ccc(C2C(C(=O)c3cccs3)=C(O)C(=O)N2c2cccc(C)n2)cc1OC (configuration not stated)	2	3	-0.9	x	x	1	4
COc1ccc(CCNC(=O)Cn2nc([N+](=O)[O-])c(Br)c2C)cc1OC	-2	x	-1.5	-1	0	2	-1
CCCCN(CC)CCNC(=O)c1cc2c(=O)[nH]c3ccccc3c2s1	-3	11	0.2	1	-7	-9	-3
O=C(N/N=C/c1ccc([N+](=O)[O-])s1)c1ccccc1Br	8	1	1.7	2	-8	4	3

Later entries
SMILES	CASP6 VEID inh	DENV2 CPE	F508del corr	ERp5 block	miR-122 sensor	SIRT5 inh	ERAP1 inh
COc1ccc(CNCC(O)(c2ccccc2)c2ccc(F)cc2)cc1OC (configuration not stated)	-3	-3	-1.9	9	x	-2	2
COc1ccc(NC(=O)N(C)C[C@@H]2Oc3c(NC(=O)Nc4cccc5ccccc45)cccc3C(=O)N([C@H](C)CO)C[C@H]2C)cc1	-1	7	-1.0	1	-9[16.7 µM]	-4	-3
O=C(NCc1ccc2c(c1)OCO2)c1cc(=O)[nH]c2ccccc12	-1	-4	-0.2	-5	2	-5	x
CN(C)CC(=O)Nc1ccc2c(c1)[C@@H]1C[C@@H](CC(=O)N3CCN(C)CC3)O[C@H](CO)[C@@H]1O2	-3	-3	-1.8	0	-2[16.7 µM]	3	0
O=c1c2ccccc2ncn1-c1ccc([N+](=O)[O-])cc1Cl	9	-2	-0.4	0	-9	-4	-2
CCCCNC(=O)/C(C#N)=C/c1cccnc1	-4	14	x	-1	x	-4	9
Cc1cccc(C)c1Cn1c(C)c(C(=O)NCCC#N)sc1=O	2	u	-2.4	-2	x	x	x
O=C(C[C@@H]1C=C[C@H](NC(=O)c2ccccn2)[C@@H](CO)O1)NCc1cccc(F)c1	-1	-9	0.8	-1	x	-2	-3
COc1ccccc1N(C)S(=O)(=O)c1ccc(C)c(C(=O)NCc2ccccn2)c1	-3	-2	0.2	0	1	-3	-1
CC(C)(C)NC(=O)[C@H]1CC[C@H]2[C@@H]3CC[C@H]4NC(=O)C=C[C@]4(C)[C@H]3CC[C@]12C	-10	15	5.7	1	-2	4	-1
C[C@@H]1CN([C@H](C)CO)C(=O)Cc2cc(NC(=O)Cn3cnnn3)ccc2O[C@@H]1CN(C)Cc1ccc(C(=O)O)cc1	-3	-3	-2.6	6	-9[16.7 µM]	-4	2
COc1ccc(NC(=O)CN(C)CC(=O)N2CC(=O)Nc3ccccc32)cc1	0	u	3.4	x	9	-1	2
Cc1sc2nc(CSc3ccccc3)nc(N3CCOCC3)c2c1C	-2	x	x	5	x	-6	-9
CC12CCC(C(N)C1=O)C2(C)C (configuration not stated)	9	-6	1.1	3	-1	1	0
NC(=O)NCc1ccc(F)cc1	2	7	-0.8	-1	x	-4	1
Cc1nc(C)c(C(=O)OCC(=O)NCc2ccccc2)s1	1	13	-0.3	-10	-8	-4	-1
CCN(CC)S(=O)(=O)c1ccc(N2CCOCC2)c(NC(=O)C(C)Oc2ccc(F)cc2)c1 (configuration not stated)	-112	7	-1.5	3	-6	0	-1
S=c1[nH]c2ccccc2n1CCc1ccncc1	1	0	7.3	-1	-4	-1	-1
Cc1ccc(NC(=O)CN(C)C(=O)CSc2ccccc2F)cc1	1	8	-1.2	3	3	x	3
CCNc1nc(NCC)nc(OCC(=O)O)n1	-2	3	0.5	7	-1	-3	-3
CO[C@@H]1CN(C)C(=O)c2ccc(NC(=O)c3ccc(F)cc3)cc2OC[C@H](C)N(C(=O)CN(C)C)C[C@H]1C	3	u	-0.9	-3	x	x	3
CCOc1cc(C(=O)N2CCC3(CC2)NCCc2[nH]cnc23)cc(OCC)c1OCC	0	3	2.4	-5	x	4	4
O=C(CCn1ccnc1)Nc1cc(Cl)ccc1O	-3	0	-3.6	-3	1	-3	2
Cc1sc2nc(CSc3cccc(C(F)(F)F)c3)[nH]c(=O)c2c1C	1	6	x	0	-2	3	0
Cn1c(N)c(C(=O)COC(=O)C2=NNC(=O)CC2)c(=O)n(C)c1=O	0	3	-1.0	-5	-2	-1	-7
CN1C(=O)c2cc(NC(=O)c3cccc(F)c3)ccc2OC[C@@H]2O[C@@H](CC(=O)Nc3ccccc3)CC[C@@H]21	3	4	-3.7	9	-10[16.7 µM]	3	0
Cc1ccc(N2Cc3ccccc3C2=S)cc1	1	-3	-2.5	-1	-3	1	0
CN[C@H]1CCc2cc(OC)c(OC)c(OC)c2-c2ccc(N(C)CC(OC)OC)c(=O)cc21	-2	1	11*	7	130*	1	5
CN(C)c1ccc(/C=N/N2CCN(c3ccccn3)CC2)cc1	0	9	-1.5	3	3	-1	0
O=C(Nc1nnc(-c2cccs2)o1)c1cccc(C(F)(F)F)c1	-3	-5	2.8	5	0	4	-4
C=CCN1CCN(C(=O)c2oc3ccccc3c2C)CC1	1	-1	3.8	0	-1	x	-1
Clc1ccccc1C=NNc1ccccn1	-2	2	2.1	8	x	-3	-5
C[C@@H]1CN([C@@H](C)CO)C(=O)Cc2cc(NC(=O)Cc3cn(C)c4ccccc34)ccc2O[C@@H]1CN(C)Cc1ccc(C(=O)Nc2ccccc2N)cc1	-1	-4	-1.9	-3	-4[16.7 µM]	-3	0
CC(=O)O/N=C/c1c(NCc2ccccc2)nc2c(C)cccn2c1=O	0	-8	1.6	3	-1	1	x
CCCN1CCN(C(=O)C2CCN(S(=O)(=O)c3ccc4c(c3)oc(=O)n4C)CC2)CC1	-2	2	2.3	-5	-3	-1	-1
Cc1cccc(C(=O)O/N=C(\N)c2ccccn2)c1	-1	-2	2.1	3	-9	0	-4
CCC1CCCCN1CCCNC(=O)CN1C(=O)CSc2ccc(S(=O)(=O)N3CCC(C)CC3)cc21 (configuration not stated)	-26	10	0.9	0	x	-3	-1
S=c1[nH]nc(-c2ccccn2)n1/N=C/c1cccs1	-1	11	-0.3	6	x	0	4
CCc1nnc(NC(=O)CCN2C(=O)/C(=C/c3cc(OC)c(OC)c(OC)c3)SC2=S)s1	-1	-3	2.0	2	x	-2	-1
Cc1c(O)ccc(C(=O)CN2CCN(c3ccc(F)cc3)CC2)c1O	-2	1	-2.6	x	-6	-2	1
COc1ccccc1S(=O)(=O)N1CC[C@@H]2[C@H](CO)N(C)c3ccc(C#Cc4cccc(F)c4)cc3[C@@H]21	x	-15	1.5	x	-6[16.7 µM]	x	x
O=C(CN1C(=O)CSc2ccc(S(=O)(=O)N3CCCCC3)cc21)NCc1ccccc1Cl	3	u	-1.1	-3	-2	4	-1
O=C(O)COc1ccccc1C=NNC(=O)c1ccc(NS(=O)(=O)c2cccs2)cc1	17	6	0.6	-2	-6	6	-1
CC(C)NC(=O)C1(C)CCN1Cc1ccc(-c2ccccc2)cc1 (configuration not stated)	-2	0	0.1	7	x	x	-2
CS(=O)(=O)c1ccc(C(=O)Nc2ccc(N3CCCC3)cc2)c(Cl)c1	4	-1	-0.3	4	-2	6	0
COc1ccc2nc(Nc3nc4cc5c(cc4s3)OCCO5)sc2c1	0	3	x	u	3	-3	-4
CCOc1cc(-c2nc3n(c(=O)c2C#N)CCS3)ccc1O	-3	-4	-0.1	2	4	0	-1
COc1ccc(-c2cnc3c(c2)C(=O)N([C@@H](C)CO)C[C@@H](C)[C@@H](CN(C)C(=O)C2CCCCC2)O3)cc1	-4	-5	2.6	-4	4[16.7 µM]	-3	2
CCC(C(=O)Nc1ncc(C)s1)c1ccccc1 (configuration not stated)	-2	-6	1.6	6	x	-8	-2
O=C(Cc1cccs1)NCCc1csc(-c2ccccc2)n1	17	6	-1.2	u	x	3	-6
COc1ccc(C(=O)N2CCC(C(=O)N3CCN(c4ccc(OC)cc4)CC3)CC2)cc1	0	8	-2.0	-1	-4	-7	-1
Cc1c(C(=O)NCc2ccco2)sc(=O)n1Cc1ccc(S(C)(=O)=O)cc1	2	-1	3.3	-3	x	x	x

Two of the compounds above, with two lines to a compound:
The line under a structure holds: CASP6 VEID inh	DENV2 CPE	F508del corr	ERp5 block	miR-122 sensor	SIRT5 inh	ERAP1 inh
> S=c1[nH]c2ccccc2n1CCc1ccncc1
  1	0	7.3	-1	-4	-1	-1
> C[C@@H]1CN([C@@H](C)CO)C(=O)Cc2cc(NC(=O)Cc3cn(C)c4ccccc34)ccc2O[C@@H]1CN(C)Cc1ccc(C(=O)Nc2ccccc2N)cc1
  -1	-4	-1.9	-3	-4[16.7 µM]	-3	0

Screening data deposited in PubChem BioAssay by Broad Institute.
